High-throughput results as filed in PubChem BioAssay.
B2AR arrestin = beta2AR (human) beta-arrestin recruitment activity; P07550; beta-arrestin recruitment to beta2AR, cell-based reporter; Potency, µM (series often up to 46.1 µM), for the others: top-dose activation, actives largely listed as activators; actives 0.02% (n = 330,000);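 also: potency is read from the fitted curve at half-maximal effect; 0% = DMSO controls and full agonism = EC100 isoproterenol or metaproterenol; nearly all actives have a fitted effect of over 65% in size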
USP2a block = USP2a (human) protease inhibition. AID 463254. USP2 core, Ub-CHOP2 coupled fluorogenic reporter, 485/531. Potency, µM (titrated, usually from 38.3 µM), without a hit: top-dose activity change, negative = inhibition, usual class: inhibitors. actives 0.01% (n = 330,000);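 also: potency is read from the fitted curve at half-maximal effect; plate controls were DMSO wells for no effect and full inhibition by NEM control for full effect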
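Deubiquitinase activity read as fluorescence (485/531 nm) after Ub-CHOP2 cleavage activates the enterokinase reporter on its substrate; USP2 core 10nM, Ub-CHOP2 and substrate 25nM each, 30min compound preincubation then 60min RT; data normalized to NEM, curves fitted.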
KCNH2 3.1 inh = KCNH2 3.1 (human) potassium channel inhibition | U2OS KCNH2 3.1, thallium flux FluxOr; stronger effect = lower value | activity change, % (tested at about 1.8 µM) | actives 0.95% (n = 340,000) | AID 720553;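 active = maximum activity change below -70%; inconclusive = maximum activity change from -70% to -50%; inactive = maximum activity change above -50%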;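 also: thallium influx rate constant from kinetic fluorescence after stimulation buffer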
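Channel expression came from 3.1 mutant virus (1.77 x 10^8 /mL) applied to suspended U2OS cells for 4 h. Flux was tracked with FluxOr dye plus Red40 quencher, and kinetic rate constants normalized to controls.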
Eya2 inh = Eya2 (human) phosphatase inhibition; O00167; recombinant Eya2, OMFP fluorescence dephosphorylation (OMFP is methylfluorescein phosphate); Potency, µM (series often up to 76.9 µM), for inactives: top-dose activity, negative = inhibition, usual class: inhibitors; actives 0.006% (n = 330,000); AID 488837; also: potency is read from the fitted curve at half-maximal effect
Target sequence (O00167 whole entry, looked up): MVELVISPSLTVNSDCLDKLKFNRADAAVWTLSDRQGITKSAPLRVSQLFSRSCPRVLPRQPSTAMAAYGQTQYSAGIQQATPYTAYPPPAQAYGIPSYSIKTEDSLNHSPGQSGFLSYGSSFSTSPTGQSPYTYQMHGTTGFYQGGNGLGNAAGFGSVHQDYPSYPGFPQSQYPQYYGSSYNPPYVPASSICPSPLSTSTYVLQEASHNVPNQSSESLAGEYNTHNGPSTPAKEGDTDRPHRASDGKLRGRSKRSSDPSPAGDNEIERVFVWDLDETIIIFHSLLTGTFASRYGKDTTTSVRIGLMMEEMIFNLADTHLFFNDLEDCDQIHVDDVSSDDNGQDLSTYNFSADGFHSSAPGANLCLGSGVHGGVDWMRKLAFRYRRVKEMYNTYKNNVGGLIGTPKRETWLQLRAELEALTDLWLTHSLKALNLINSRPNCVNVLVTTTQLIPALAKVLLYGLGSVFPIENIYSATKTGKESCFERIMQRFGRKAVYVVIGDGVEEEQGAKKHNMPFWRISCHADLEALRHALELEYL
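Eya2 (0.2 uM) preincubated 10 min at ambient with compound, then OMFP substrate added at 50 uM; 10 min reaction in 50 mM HEPES pH 7.5, 50 mM NaCl, 5 uM MgCl2, 0.05% BSA, 1 mM DTT. Fluorescence read at Ex 485/Em 525 nm.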
uPA generation = inhibitors of cell surface uPA generation; actives 0.31% (n = 330,000); Potency, µM (top dose mostly 38.3 µM), inactives show at the highest dose activity change, negative = inhibition, most hits filed as inhibitors; cell surface uPA generation assay, qHTS; active = well fitted inhibition curve with a large enough effect; inconclusive = small, poorly fitted or top-dose-only effect; inactive = no such curve, though single readings can be large or run the other way; tested in mouse RAW 264.7 cells; also: potency is read from the fitted curve at half-maximal effect; nearly all actives have a fitted effect of over 55% in size
Chronic BCR inh = chronic active BCR signaling inhibition; ABC-DLBCL IkBa-CBG/CBR reporter, luminescence ratio, 4 h; Potency, µM (doses to about 46.1 µM), for the others: at the top dose ratio change, negative = lower green/red ratio, usual class: inhibitors; actives 0.05% (n = 340,000); AID 493014; active = well fitted inhibition curve with a large enough effect in the signal ratio, with a control signal flat, not every such curve was filed as active; inconclusive = small, poorly fitted or top-dose-only effect, or effect the other way, or a change in a side signal; the % refers to the signal ratio;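 also: potency is read from the fitted curve at half-maximal effect; plate controls were basal doxycycline-induced cells for no effect and cells given 10 µM MG132 for full effect; MG132 reads +100%, hits lower the ratio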
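TMD8 ABC-DLBCL cells carrying doxycycline-inducible green luciferase fused to IkappaBalpha plus unfused red luciferase were exposed to compounds (up to 46 uM) for 4 hrs at 37C. Activity came from the overlap-corrected green/red luminescence ratio.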
PKM2 act = increases activity of human pyruvate kinase M2 | P14618 | purified PKM2, Kinase-Glo ATP luminescence, activation; response scale: 0% is enzyme alone, no compound | Potency, µM (highest dose often 57.5 µM), inactives show at the top dose activation, most hits filed as activators | actives 0.34% (n = 260,000); also: potency is read from the fitted curve at half-maximal effect; nearly all actives have a fitted effect of over 55% in size
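Kinase-Glo luminescence reports ATP generated from ADP (0.1 mM) and PEP (0.5 mM) by purified hPK-M2 after 1 h at room temperature, pH 7.2 imidazole buffer; intermediate enzyme activity allows detecting inhibitors and activators.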
Giardia killer = kills Giardia lamblia | Giardia lamblia trophozoite viability | activity change, % at 7.66 µM, hits read low | actives 0.15% (n = 340,000); in the data active = activity change below about -80%; inconclusive = between about -30% and that limit;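 also: parasites exposed to compound for two days anaerobically before the ATP read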
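Trophozoite viability was measured as ATP-dependent luminescence, read 15-30 min after reagent addition. Before that, parasites at 100 cells/well were exposed to compounds for 48 h, anaerobically, at 37 deg C.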
KCNH2 WT inh = blocks the wildtype human KCNH2 potassium channel; Q12809; U2OS, BacMam KCNH2, thallium flux FluxOr; stronger effect = lower value; activity change, % at 1.84 µM; actives 0.37% (n = 340,000); AID 720551;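 active = maximum activity change below -70%; inconclusive = maximum activity change between -70% and -50%; inactive = maximum activity change above -50%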
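U2OS cells were transduced with wild-type KCNH2 virus (2.03 x 10^8 / mL) for 4 h at room temperature, then cultured overnight at 37 C. Thallium flux was read with FluxOr dye. Rate constants were normalized to DMSO controls.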
Coupling enz = counter-screen for Giardia aldolase inhibitors: coupling enzyme system | activity change, negative = inhibition, % at 58.2 µM, hits read low | coupling enzyme system counterscreen, AmpLite Red fluorescence | actives 0.67% (n = 290,000) | AID 2472; in the data active = activity change below about -30%
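Fluorescence at 525 nm excitation and 598 nm emission measured inhibition of the coupled detection system without aldolase. Compounds (at 57.5 uM final) were preincubated 10 min at room temperature with coupling enzyme reagent before a 20 min substrate/AmpLite Red step.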
GALK inhibitor = galactokinase (human) inhibition. Potency, µM (titrated, usually from 57.5 µM), for inactives: top-dose activity change, negative = inhibition, hits mostly inhibitors. P51570. actives 0.007% (n = 270,000). AID 1868. Purified GALK, Kinase-Glo residual ATP luminescence; also: potency is read from the fitted curve at half-maximal effect
Target sequence (P51570 whole entry, looked up): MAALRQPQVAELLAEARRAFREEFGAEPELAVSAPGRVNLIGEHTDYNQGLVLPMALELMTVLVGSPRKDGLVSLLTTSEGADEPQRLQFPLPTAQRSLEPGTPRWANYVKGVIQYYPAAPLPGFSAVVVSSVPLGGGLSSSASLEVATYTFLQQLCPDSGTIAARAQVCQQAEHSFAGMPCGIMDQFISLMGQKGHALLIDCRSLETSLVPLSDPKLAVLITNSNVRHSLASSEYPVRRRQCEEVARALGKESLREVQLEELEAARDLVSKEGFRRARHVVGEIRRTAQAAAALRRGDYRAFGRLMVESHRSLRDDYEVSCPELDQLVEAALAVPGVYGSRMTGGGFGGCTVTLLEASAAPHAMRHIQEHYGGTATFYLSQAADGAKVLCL
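Quantitative HTS: GALK 5 nM, ATP 35 uM, galactose 100 uM, 1 h room temperature, then luciferase-based ATP detection.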
* = called active by the depositor. Unless noted, calls follow the shape of the dose curve; as a rule, active = well fitted curve in the direction sought with a large enough effect; inconclusive = small, poorly fitted or top-dose-only effect, or another doubt; inactive = no such curve, though single readings can be large; an effect the other way counts as inactive or inconclusive. Unless noted, % is scaled to controls: 0 for no effect and ±100 for the full control effect.

For Oc1ccc(-c2nncn2-c2ccccc2)cc1 the results were B2AR arrestin -0.2%, USP2a block 10%, KCNH2 3.1 inh 4, Eya2 inh 7%, uPA generation 16%, Chronic BCR inh -2%, PKM2 act -1%, Giardia killer 2, KCNH2 WT inh -15, Coupling enz 5 and GALK inhibitor -3%.
For S=C(NCc1ccc(Cl)cc1)NC1CCCCC1 the results were B2AR arrestin -0.6%, USP2a block -1%, KCNH2 3.1 inh 0, Eya2 inh -2%, uPA generation -1%, Chronic BCR inh 1%, PKM2 act 0%, Giardia killer -13, KCNH2 WT inh -17, Coupling enz -2 and GALK inhibitor -4%.
`CCOc1ccc(C(=O)/C=C/Nc2ccc(S(=O)(=O)N=C(N)N)cc2)cc1` gave B2AR arrestin 0.2%, USP2a block 4%, KCNH2 3.1 inh -9, Eya2 inh 7%, uPA generation 1%, Chronic BCR inh inconclusive, PKM2 act -6%, Giardia killer 10, KCNH2 WT inh -1, Coupling enz 1 and GALK inhibitor 1%.
Screening CCC(C)[C@H](NC(=O)OC(C)(C)C)C(=O)NCC1CCC(C(=O)N[C@@H](Cc2ccccc2)C(=O)O)CC1 (stereo not given in full) returned B2AR arrestin -0.2%, USP2a block 3%, KCNH2 3.1 inh 18, Eya2 inh -6%, uPA generation -18%, Chronic BCR inh 0%, Giardia killer -16, Coupling enz -1 and GALK inhibitor 1%.
Screening O=c1/c(=C/c2ccccc2)sc2nnc(-c3cccs3)n12 returned B2AR arrestin -0.2%, USP2a block 1%, KCNH2 3.1 inh -20, Eya2 inh -6%, uPA generation -1%, Chronic BCR inh -1%, PKM2 act -8%, Giardia killer 6, KCNH2 WT inh -2, Coupling enz -3 and GALK inhibitor -1%.
CC(C)=C1C2CCC1C1C(=O)N(NC(=O)COc3ccc(Cl)c(C)c3)C(=O)C21 (stereo not given) was read as B2AR arrestin -0.1%, USP2a block -1%, KCNH2 3.1 inh 7, Eya2 inh -32%, uPA generation -3%, Chronic BCR inh inconclusive, PKM2 act -11%, Giardia killer inconclusive, KCNH2 WT inh -7, Coupling enz 0 and GALK inhibitor -3%.
For CCCN(CC(=O)Nc1ccccc1OC)C(=O)c1ccc(=O)[nH]c1 the results were B2AR arrestin 0.0%, USP2a block 6%, KCNH2 3.1 inh -13, Eya2 inh 5%, uPA generation -1%, Chronic BCR inh inconclusive, Giardia killer 1, KCNH2 WT inh -7, Coupling enz -1 and GALK inhibitor 1%.
For Cc1cccc(N(CC(=O)Nc2ccc(-c3nc4ccc(C)cc4s3)cc2)S(C)(=O)=O)c1 the results were B2AR arrestin -0.2%, USP2a block 4%, KCNH2 3.1 inh -23, Eya2 inh -20%, uPA generation 5%, Chronic BCR inh inconclusive, PKM2 act -1%, Giardia killer -9, KCNH2 WT inh -6, Coupling enz -1 and GALK inhibitor -2%.
c1ccc2oc(SCc3cn4ccsc4n3)nc2c1 was read as B2AR arrestin -0.4%, USP2a block -4%, KCNH2 3.1 inh -21, Eya2 inh -8%, uPA generation -6%, Chronic BCR inh inconclusive, PKM2 act 16%, Giardia killer -6, KCNH2 WT inh 3, Coupling enz 3 and GALK inhibitor 4%.
For CC[C@]12c3[nH]c4ccc(Cl)cc4c3CCN1C(=O)[C@@H](CC(=O)NCCc1ccccn1)C[C@@H]2C(=O)N1CCN(C(=O)c2ccco2)CC1 the results were B2AR arrestin 0.2%, USP2a block -7%, KCNH2 3.1 inh 1, Eya2 inh -10%, uPA generation 11%, Chronic BCR inh inconclusive, Giardia killer -3 and KCNH2 WT inh -4.
For C=CCn1c(N)c(C(=O)NCC2CCCO2)sc1=S (stereo not given) the results were B2AR arrestin 0.1%, USP2a block 0%, KCNH2 3.1 inh -2, Eya2 inh 12%, uPA generation -3%, Chronic BCR inh inconclusive, PKM2 act -5%, Giardia killer 7, KCNH2 WT inh -4, Coupling enz 4 and GALK inhibitor -1%.
`CCNC(=O)N(C)C[C@H]1N[C@@](Cc2ccccc2)(C(=O)OC)[C@H]2C(=O)N(C)C(=O)[C@@H]12` gave B2AR arrestin -0.8%, USP2a block -1%, KCNH2 3.1 inh -7, Eya2 inh 9%, uPA generation 10%, Chronic BCR inh 3%, Giardia killer 4 and KCNH2 WT inh 1.
`COc1ccccc1CCn1cnc2c3cc(C)ccc3n(C)c2c1=O` gave B2AR arrestin -0.8%, USP2a block -3%, KCNH2 3.1 inh 5, Eya2 inh 15%, uPA generation 3%, Chronic BCR inh inconclusive, PKM2 act 1%, Giardia killer 8, KCNH2 WT inh 2, Coupling enz 4 and GALK inhibitor 6%.
`Cc1ccc(C)c(C(=O)Cn2ncc(Cl)c(Cl)c2=O)c1` gave B2AR arrestin 0.0%, USP2a block 2%, KCNH2 3.1 inh -9, Eya2 inh -4%, uPA generation -5%, Chronic BCR inh inconclusive, PKM2 act -12%, Giardia killer 1, KCNH2 WT inh 4, Coupling enz -2 and GALK inhibitor -2%.
For COc1ccc(NC(=O)CSc2sc3c(O)cc(=O)[nH]c3c2C#N)c(OC)c1 the results were B2AR arrestin 0.3%, USP2a block 0%, KCNH2 3.1 inh 1, Eya2 inh -1%, uPA generation 2%, Chronic BCR inh -2%, PKM2 act 0%, Giardia killer -16, KCNH2 WT inh 5, Coupling enz 0 and GALK inhibitor 1%.
`CC(CCc1ccccc1)NC(=O)COc1cc(F)ccc1[N+](=O)[O-]` (stereo not given) gave B2AR arrestin -0.1%, USP2a block 4%, KCNH2 3.1 inh 5, Eya2 inh -3%, uPA generation -5%, Chronic BCR inh 0%, PKM2 act 3%, Giardia killer -5, KCNH2 WT inh -4, Coupling enz 0 and GALK inhibitor -3%.
`O=C(Nc1ccccc1)N1CCN(C(=O)Nc2ccccc2)CC1` gave B2AR arrestin -0.4%, USP2a block 1%, Eya2 inh 6%, Chronic BCR inh -1%, Coupling enz -1 and GALK inhibitor 0%.
`CC1S/C(=N\N=C\c2cccc([N+](=O)[O-])c2)N(C(C)(C)C)C1=O` (stereo not given) gave B2AR arrestin -0.6%, USP2a block 1%, KCNH2 3.1 inh -11, Eya2 inh -4%, uPA generation -1%, Chronic BCR inh 0%, PKM2 act 2%, Giardia killer -6, KCNH2 WT inh -8, Coupling enz -2 and GALK inhibitor 5%.
Screening CCOc1ccc(CCNC(=O)Cn2ncn3nc(-c4ccc(OC)cc4)cc3c2=O)cc1OCC returned B2AR arrestin -0.7%, USP2a block 0%, KCNH2 3.1 inh -7, Eya2 inh 13%, uPA generation 9%, Chronic BCR inh -6%, Giardia killer -2, KCNH2 WT inh 6, Coupling enz -2 and GALK inhibitor 1%.
For CN(C)c1ccc(C=NCCC2(c3ccccc3)CCOC(C)(C)C2)cc1 (stereo not given) the results were B2AR arrestin -0.2%, USP2a block -1%, KCNH2 3.1 inh 9, Eya2 inh 8%, uPA generation 2%, Chronic BCR inh -1%, PKM2 act 1%, Giardia killer 2, KCNH2 WT inh -2, Coupling enz -4 and GALK inhibitor -5%.
COc1ccc(OC)c(NC(=O)NNC(=O)COc2ccc(-c3ccccc3)cc2)c1 was read as B2AR arrestin -0.1%, USP2a block 1%, KCNH2 3.1 inh -21, Eya2 inh -14%, uPA generation 9%, Chronic BCR inh -5%, PKM2 act -11%, Giardia killer -11, KCNH2 WT inh 9 and GALK inhibitor 2%.
`COc1ccc(C(=NNc2ccccc2C(=O)O)c2ccc(OC)cc2)cc1` gave B2AR arrestin -0.3%, USP2a block 5%, KCNH2 3.1 inh 1, Eya2 inh 6%, uPA generation -4%, Chronic BCR inh inconclusive, PKM2 act 4%, Giardia killer -7, KCNH2 WT inh 2, Coupling enz 3 and GALK inhibitor -1%.
`CCCc1cc2c(cc1NC(=O)c1ccc(C(C)(C)C)cc1)OCO2` gave B2AR arrestin 0.1%, USP2a block -1%, KCNH2 3.1 inh -10, Eya2 inh -6%, uPA generation 7%, Chronic BCR inh -1%, PKM2 act -1%, Giardia killer -12, KCNH2 WT inh -1, Coupling enz -6 and GALK inhibitor 0%.
`CCc1cc(C(=O)Nc2nnc(C3CC3)s2)sc1C` gave B2AR arrestin 0.3%, USP2a block -1%, KCNH2 3.1 inh 7, Eya2 inh -16%, uPA generation 7%, Chronic BCR inh inconclusive, Giardia killer -23 and KCNH2 WT inh 1.
COc1ccc(C(=O)NC2CCN(C(=S)Nc3cc(C)cc(C)c3)CC2)cc1 was read as B2AR arrestin -0.1%, USP2a block 3%, KCNH2 3.1 inh 11, Eya2 inh 3%, uPA generation -22%, Chronic BCR inh 4%, PKM2 act 1%, Giardia killer 4, KCNH2 WT inh 1, Coupling enz -3 and GALK inhibitor 2%.
